KCNH2 3.1 block: blocks the human KCNH2 3.1 channel isoform. hit rate 0.95% among 340,000. U2OS KCNH2 3.1, thallium flux FluxOr; stronger effect = lower value. activity change, % (tested at about 1.8 µM). AID 720553;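 active = maximum activity change below -70%; inconclusive = maximum activity change from -70% to -50%; inactive = maximum activity change above -50%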;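 also: thallium influx rate constant from kinetic fluorescence after stimulation buffer; % is scaled to controls: 0 for no effect and ±100 for the full control effect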
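We transduce U2OS cells with the mutant 3.1 virus, culture them overnight, load FluxOr with Red40 quencher for 45 min, then add stimulation buffer and read kinetically for 2 min to derive a normalized rate constant.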
Mito fusion yeast: blocks mitochondrial division or promotes mitochondrial fusion | S. cerevisiae fusion-defective mutant growth rescue, CellTiterGlo 48 h | Potency, µM (titrated, usually from 46.1 µM), without a hit: at the top dose growth rescue (activation), hits mostly activators | hit rate 0.23% among 320,000;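 also: potency is read from the fitted curve at half-maximal effect; % of control where 0% means no effect; nearly all actives have a fitted effect of over 45% in size; temperature-sensitive fusion mutants such as fzo1-1 at 37 °C on non-fermentable ethanol glycerol medium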
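Compounds are tested for their ability to restore growth of mitochondrial fusion-defective yeast strains at non-permissive 37C in YPEG medium over 48 hours. Viability is quantified by luciferase luminescence.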
TCR activator: activates T cell receptor signaling. Potency, µM (series often up to 9.22 µM), without a hit: at the highest dose activation of IL-2 secretion, usual class: activators. primary human leukocytes, anti-CD3, IL-2 HTRF, 48 h. AID 504894. 330,000 tested, under 10 active; also: % of control where 0% means no effect
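IL-2 produced over 48 hr by a-CD3 bead-stimulated primary human leukocytes exposed to compounds was detected with a homogeneous time-resolved FRET immunoassay, 665nm acceptor signal after 320nm excitation.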
hERG WT inh: blocks the wildtype human KCNH2 potassium channel. Q12809. U2OS, BacMam KCNH2, thallium flux FluxOr; stronger effect = lower value. activity change, % at 1.84 µM. hit rate 0.37% among 340,000;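 active = maximum activity change below -70%; inconclusive = maximum activity change between -70% and -50%; inactive = maximum activity change above -50%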; also: % is scaled to controls: 0 for no effect and ±100 for the full control effect
Target sequence (Q12809 whole entry, looked up): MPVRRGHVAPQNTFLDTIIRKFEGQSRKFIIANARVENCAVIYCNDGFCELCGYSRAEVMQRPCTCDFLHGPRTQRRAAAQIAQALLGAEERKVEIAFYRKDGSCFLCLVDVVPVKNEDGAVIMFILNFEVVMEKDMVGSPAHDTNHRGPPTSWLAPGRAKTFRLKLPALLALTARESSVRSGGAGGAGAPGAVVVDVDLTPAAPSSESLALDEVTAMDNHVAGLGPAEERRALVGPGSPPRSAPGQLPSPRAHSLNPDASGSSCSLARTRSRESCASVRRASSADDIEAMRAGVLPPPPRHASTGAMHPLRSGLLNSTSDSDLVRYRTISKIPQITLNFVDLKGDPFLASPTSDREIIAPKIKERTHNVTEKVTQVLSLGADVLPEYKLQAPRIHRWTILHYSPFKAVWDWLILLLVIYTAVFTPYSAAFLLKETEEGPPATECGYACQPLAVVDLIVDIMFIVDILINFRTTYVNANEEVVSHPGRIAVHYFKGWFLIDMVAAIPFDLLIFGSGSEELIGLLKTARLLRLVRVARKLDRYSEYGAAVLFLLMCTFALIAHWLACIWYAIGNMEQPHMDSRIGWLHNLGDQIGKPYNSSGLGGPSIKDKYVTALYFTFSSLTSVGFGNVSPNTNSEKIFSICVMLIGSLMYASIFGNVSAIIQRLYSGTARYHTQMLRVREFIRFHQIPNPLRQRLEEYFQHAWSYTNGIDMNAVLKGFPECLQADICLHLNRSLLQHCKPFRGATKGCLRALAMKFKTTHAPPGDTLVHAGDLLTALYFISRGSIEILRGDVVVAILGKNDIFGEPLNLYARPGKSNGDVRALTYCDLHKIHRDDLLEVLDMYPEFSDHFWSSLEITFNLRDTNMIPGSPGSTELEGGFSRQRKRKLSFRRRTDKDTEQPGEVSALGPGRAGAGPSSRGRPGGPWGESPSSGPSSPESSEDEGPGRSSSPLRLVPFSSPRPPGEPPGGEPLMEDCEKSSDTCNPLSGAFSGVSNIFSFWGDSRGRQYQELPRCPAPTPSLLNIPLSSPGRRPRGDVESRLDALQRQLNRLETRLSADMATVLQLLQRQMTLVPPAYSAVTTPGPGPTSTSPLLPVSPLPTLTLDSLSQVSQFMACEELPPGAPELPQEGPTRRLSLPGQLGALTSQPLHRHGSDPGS
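U2OS cells were transduced with wild-type KCNH2 virus (2.03 x 10^8 / mL) for 4 h at room temperature, then cultured overnight at 37 C. Thallium flux was read with FluxOr dye. Rate constants were normalized to DMSO controls.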
ELG1 DNA repair: ELG1-dependent DNA repair inhibition; HEK293T ELG1-luciferase reporter, luminescence, 16 h; DNA damage induced by 5-fluorouridine; Potency, µM (titrated, usually from 46.1 µM), inactives show at the highest dose activity change, negative = inhibition, actives largely listed as inhibitors; hit rate 2.3% among 330,000; also: potency is read from the fitted curve at half-maximal effect; % is scaled to controls: 0 for no effect and ±100 for the full control effect; nearly all actives have a fitted effect of over 55% in size
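Step one: seed 2,000 cells per well. Step two: pin-transfer compound or DMSO alongside 5-fluorouridine. Step three: incubate 16 hr, 37 °C, 5% CO2. Step four: add ONE-Glo, wait 30 min, read luminescence.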
A-T KAP1 phos: potential ataxia-telangiectasia treatments restoring KAP-1 phosphorylation. […] A-T fibroblasts, KAP-1 phosphorylation AlphaLISA; neocarzinostatin DNA damage 30 min before lysis. Potency, µM (top dose mostly 57.5 µM), inactives show top-dose activation, actives largely listed as activators. hit rate 0.19% among 320,000; also: potency is read from the fitted curve at half-maximal effect; % of control where 0% means no effect; nearly all actives have a fitted effect of over 45% in size
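ATM-like activity read as KAP-1 phosphorylation via AlphaLISA donor/acceptor antibody pairs after lysis and 6 hr at 25C. Cells were ATM-null patient fibroblasts ([…], hTERT), dosed 60 min, then exposed to the DSB inducer NCS for 30 min.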
TSHR antag: antagonists of human thyroid stimulating hormone receptor; AID 504810; TSHR-expressing cells, TSH-stimulated cAMP HTRF, 2 h; stronger effect = lower value; hit rate 0.2% among 330,000; activity change, negative = inhibition, % at 11.5 µM;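 active = activity change below a set negative limit, meaning inhibition stronger than a set level, cut at about -70% in these data; inconclusive = activity change between two set negative limits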; also: % is scaled to controls: 0 for no effect and ±100 for the full control effect
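Cell-based HTRF cAMP assay; TSHR cells + compound, TSH EC80 (4nM final), 2 h, 37 deg C. Lysis with anti-cAMP cryptate and cAMP-d2, 30 min RT, read 665/620 nm.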
Eya2 inh: Eya2 (human) phosphatase inhibition. recombinant Eya2, OMFP fluorescence dephosphorylation (OMFP is methylfluorescein phosphate). AID 488837. O00167. Potency, µM (series often up to 76.9 µM), for the others: at the highest dose activity, negative = inhibition, actives largely listed as inhibitors. hit rate 0.006% among 330,000; also: potency is read from the fitted curve at half-maximal effect; % is scaled to controls: 0 for no effect and ±100 for the full control effect
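Eya2 protein (added as 0.2 uM solution) was preincubated with compound for 10 min at ambient temperature in 50 mM HEPES pH 7.5, 50 mM NaCl, 5 uM MgCl2, 0.05% BSA, 1 mM DTT. OMFP (added at 50 uM) then reacted 10 min; fluorescence read at 485/525 nm.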
TRPV1 ag: activates the human vanilloid receptor TRPV1; hit rate 0.19% among 320,000; activation, % at 8.33 µM; TRPV1-expressing cells, Fluo-8 calcium influx, agonist mode; in the data active = activation above about 80%; inconclusive = between about 30% and that limit; also: 0% is about no effect
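TRPV1-expressing cells were cultured overnight at 35.5C and loaded with Fluo-8 calcium dye for 40 to 90 min at room temperature. After a 10 s baseline, compound was added and calcium influx was read kinetically for 3 min (ex 480/em 520 nm).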
USP2a inh: blocks human ubiquitin-specific protease USP2a. O75604. USP2 core, Ub-CHOP2 coupled fluorogenic reporter, 485/531. Potency, µM (titrated, usually from 38.3 µM), without a hit: top-dose activity change, negative = inhibition, actives largely listed as inhibitors. hit rate 0.01% among 330,000;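 also: potency is read from the fitted curve at half-maximal effect; plate controls were DMSO wells for no effect and full inhibition by NEM control for full effect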
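Deubiquitinase activity read as fluorescence (485/531 nm) after Ub-CHOP2 cleavage activates the enterokinase reporter on its substrate; USP2 core 10nM, Ub-CHOP2 and substrate 25nM each, 30min compound preincubation then 60min RT; data normalized to NEM, curves fitted.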
The depositor's hits bear a star; ? = inconclusive; · = no result given; [ ] = remark or other dose. Unless noted, calls follow the shape of the dose curve; as a rule, active = well fitted curve in the direction sought with a large enough effect; inconclusive = small, poorly fitted or top-dose-only effect, or another doubt; inactive = no such curve, though single readings can be large; an effect the other way counts as inactive or inconclusive. Some of the compounds tested; count on the stated rates, not on these rows.

no.	SMILES	KCNH2 3.1 block	USP2a inh	Eya2 inh	hERG WT inh	ELG1 DNA repair	TSHR antag	TCR activator	A-T KAP1 phos	TRPV1 ag	Mito fusion yeast
1	CC1CN(S(=O)(=O)c2cccc(C(F)(F)F)c2)CC(C)O1 (configuration not stated)	9	0%	?	-2	?	6	5%	5%	8	1%
2	CCCn1nc(NC(=O)c2ccccn2)c2cc3cc(C)ccc3nc21	0	2%	8%	-6	?	15	-2%	14%	-1	-1%
3	CCC(=O)n1nc(-c2cccnc2)nc1NCc1ccccc1	-4	-1%	-6%	0	12%	-8	9%	-2%	1	-5%
4	COc1ccccc1CNC(=O)C1CCN(S(=O)(=O)c2ccc3c(c2)OCCCO3)CC1	-5	0%	11%	6	-15%	1	0%[46.1 µM]	6%	3	-3%
5	O=C(NCC(c1cccs1)N1CCOCC1)c1cc(S(=O)(=O)N2CCOCC2)c(Cl)cc1Cl (configuration not stated)	5	-1%	38%	-5	0%	0	5%	7%	-2	5%
6	COc1ccc(CNCCC(c2ccc(OC(C)C)cc2)c2ccccc2OC)cc1 (configuration not stated)	17	1%	-8%	·	-11%	-11	3%	-7%	12	-30%
7	COc1ccccc1NC1=NCC(=O)N1Cc1ccccc1	-17	0%	13%	11	13%	7	-1%	3%	-6	-1%
8	COc1ccccc1C1C(C(=O)NCc2ccccc2)=C(C)Nc2ncnn21 (configuration not stated)	5	-11%	10%	8	12%	3	-4%	-6%	1	6%
9	COc1cccc(-n2c(C)nc3cc(C(=O)O)ccc32)c1	-27	3%	16%	-11	10%	2	5%	-1%	-2	-3%
10	C=CCOC(=O)C1=C(C)NC(=O)NC1c1ccc(OC(=O)c2ccco2)c(OC)c1 (configuration not stated)	3	-1%	-28%	5	12%	0	3%	2%	0	-1%
11	CC1CCC(NC(=O)c2cc(S(=O)(=O)N(C)C)ccc2N2CCCC2)CC1 (configuration not stated)	2	-2%	-2%	5	?	0	0%	-4%	18	5%
12	Cc1cccc(NS(=O)(=O)c2cc3c4c(c2)CCC(=O)N4CCC3)c1	-25	0%	3%	2	0%	2	1%	-5%	-4	3%
13	C/C(=N\NC(=O)COc1ccc(C(C)(C)C)cc1)c1ccc(-n2ccnc2)cc1	-20	2%	-10%	5	?	-14	-3%[46.1 µM]	-2%	?	-1%
14	Cc1ccnc(NC(=O)Cn2c(=O)oc3ccccc32)c1	-3	6%	7%	?	16%	-2	-2%	-3%	3	1%
15	COc1ccccc1NC(=O)CSc1nnnn1-c1ccccc1OC	1	0%	-3%	14	-9%	8	-1%	5%	3	3%
16	Cc1ccc(/C=C(\C#N)C(=O)Nc2c(C)cccc2C)s1	-16	4%	-1%	0	-15%	-10	2%	-1%	11	12%

Look-ups from the entries so far:
A-T KAP1 phos with Cc1cccc(NS(=O)(=O)c2cc3c4c(c2)CCC(=O)N4CCC3)c1 stands at -5%
TSHR antag with CC1CCC(NC(=O)c2cc(S(=O)(=O)N(C)C)ccc2N2CCCC2)CC1 (configuration not stated) stands at 0

Following part:
no.	SMILES	KCNH2 3.1 block	USP2a inh	Eya2 inh	hERG WT inh	ELG1 DNA repair	TSHR antag	TCR activator	A-T KAP1 phos	TRPV1 ag	Mito fusion yeast
17	CCOc1ccc(NC(=O)C2CCN(C(=O)NC3CCCCC3)CC2)cc1	-9	0%	-4%	7	-4%	1	8%[46.1 µM]	4%	?	-7%
18	CC(C)(C)c1ccc(-n2ncc3c2CCCC3NC(=O)c2cnccn2)cc1 (configuration not stated)	-4	2%	-7%	1	?	-19	-3%	-2%	?	17%
19	OCC[C@H]1C[C@H](O)[C@@H](O)[C@@]2(OCCCc3ccccc32)O1	-7	1%	7%	-2	8%	-19	0%	-2%	-4	-5%
20	CCCn1cc(S(=O)(=O)c2ccc(OC)cc2)c(=O)c2cc(OCC)ccc21	-5	4%	-4%	-8	-18%	-1	1%	6%	?	4%
21	CC(C)c1ccc(NC(=O)C2CCCN(S(=O)(=O)c3cnc[nH]3)C2)cc1 (configuration not stated)	-7	-1%	12%	-11	11%	-8	-6%	-1%	4	-2%
22	O=C(NNc1nc(-c2ccccc2)cs1)c1ccccc1	7	-5%	5%	5	?	18	-5%	8%	-3	-7%
23	CN(C)S(=O)(=O)c1cccc(NC(=O)COC(=O)/C=C/c2cccs2)c1	-15	-1%	-4%	6	27%	1	8%	-19%	-1	-4%
24	COc1ccc(OC(C)C(=O)NC(C)c2ccccc2)cc1 (configuration not stated)	-4	-1%	7%	-10	1%	-2	1%	-4%	-1	28%
25	c1ccc(Cc2cc[n+](Cc3ccccc3)cc2)cc1	-15	2%	-12%	-4	?	-5	-2%	-9%	-1	6%
26	O=C(NCc1ccccc1)C1CCCN(C(=O)Nc2ccccc2)C1 (configuration not stated)	-1	3%	-6%	-31	20%	2	2%	5%	1	2%
27	COc1ccc2c(c1)N(C)C(=O)CC(c1ccccc1)=N2	12	-1%	-4%	-7	3%	-3	3%	-1%	11	-1%
28	COc1nc2cc(C)ccc2cc1-c1noc(-c2cccnc2)n1	·	2%	-10%	·	15%	0	·	18%	·	3%
29	COc1cccc(/C=N\NC(=O)C2=NNC(=O)C2C)c1O (configuration not stated)	11	2%	1%	-6	?	-5	12%[46.1 µM]	-9%	-2	-3%
30	COC(=O)c1sccc1OC(C)C(C)=O (configuration not stated)	5	3%	1%	4	-5%	-4	-3%	6%	0	-4%
31	O=C1CN(C(=O)COC(=O)CCS(=O)(=O)c2ccccc2)c2ccccc2N1	0	0%	9%	20	-2%	19	5%	0%	0	-10%
32	O=C(CN1CCN(CC(=O)Nc2ccccc2Cl)CC1)NCC1(N2CCOCC2)CCCCC1	1	-1%	-30%	1	20%	-2	2%	-2%	0	-6%

Part of the list above, showing only TCR activator and Mito fusion yeast.
| # | structure | TCR activator | Mito fusion yeast |
| --- | --- | --- | --- |
| 28 | COc1nc2cc(C)ccc2cc1-c1noc(-c2cccnc2)n1 | · | 3% |
| 29 | COc1cccc(/C=N\NC(=O)C2=NNC(=O)C2C)c1O (configuration not stated) | 12%[46.1 µM] | -3% |
| 30 | COC(=O)c1sccc1OC(C)C(C)=O (configuration not stated) | -3% | -4% |

Carrying on:
no.	SMILES	KCNH2 3.1 block	USP2a inh	Eya2 inh	hERG WT inh	ELG1 DNA repair	TSHR antag	TCR activator	A-T KAP1 phos	TRPV1 ag	Mito fusion yeast
33	CCOc1ccc2nc(N3CCC(C(=O)N4CCN(C5CCCCC5)CC4)CC3)sc2c1	-42	0%	2%	15	?	40	-9%[46.1 µM]	20%	5	3%
34	COc1cccc2c3c(c(C)nc12)CCN3c1ccccc1	1	0%	2%	-4	6%	-13	-21%	8%	0	-2%
35	Cc1c(C(=O)N2CCCCC2)c(S(=O)(=O)N2CCc3ccccc32)c(C)n1C	17	0%	12%	-5	-5%	2	-7%	-20%	3	0%
36	CNC(=O)CS(=O)(=O)CC(=O)Nc1cc(OCCOC)c(Cl)cc1Cl	21	0%	6%	-9	-3%	-2	2%	6%	1	3%
37	Cc1ccc(CCN2CC(C(=O)NCCCN(C)Cc3ccccc3)CC2=O)cc1 (configuration not stated)	-17	-5%	2%	15	7%	-8	-2%	1%	-6	-2%
38	CC1=C(C(=O)OCC2CCCO2)C(c2ccccc2)NC(=O)N1 (configuration not stated)	-20	0%	-3%	0	-2%	8	6%	6%	0	3%
39	COc1ccc(-c2coc3cc4oc(=O)cc(-c5ccccc5)c4cc23)cc1F	-13	8%	-12%	5	-3%	27	-4%[46.1 µM]	-5%	-3	-1%
40	CN1CCN(NC(=O)c2c(-c3ccccc3)sc3ccccc23)CC1	-14	2%	-6%	-15	?	18	-7%	5%	·	·
41	NNC(=O)c1ccc(Oc2cc(Cl)cc(Cl)c2)o1	12	2%	-5%	44	2%	1	5%	0%	?	-7%
42	O=C(NCc1ccc(Cl)cc1)C1CCN(c2nnc(N3CCCC3=O)s2)CC1	-10	-1%	10%	-2	20%	60	2%	18%	0	3%
43	O=C(NCCc1ccccc1)C1CCC(Cn2c(=O)c3ccccc3n(Cc3cccnc3)c2=O)CC1 (configuration not stated)	8	2%	-1%	4	?	-3	-3%[46.1 µM]	3%	-2	2%
